Source: PubChem BioAssay (several laboratories)
SRC1 inh – SRC1 coactivator transcriptional activity inhibitors, primary screen, cell-based, luminescence. Nuclear receptor coactivator 1 (Homo sapiens), Q15788. HEK293 GAL4-SRC1 luciferase reporter. inhibition, % at 3.6 µM. 360,000 tested, 0.12% active;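 active = inhibition above the campaign mean plus 3 SD, with each screening campaign given its own cutoff, cut at about 60% in these data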;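 note: 0% = DMSO treated cells and 100% = gossypol at 36 µM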
NCOA3 inh – SRC3 coactivator transcriptional activity inhibitors, primary screen, cell-based, luminescence; HEK293 GAL4-SRC3 luciferase reporter; inhibition, % at 3.6 µM; Nuclear receptor coactivator 3 (Homo sapiens), Q9Y6Q9; AID 588352, 2011; 360,000 tested, 0.17% active;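 active = inhibition above a per-campaign cutoff, the mean of all compounds plus 3 SD, cut at about 60% in these data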;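 note: 0% = DMSO-treated cells and 100% = gossypol-treated cells at 36 µM; higher means less SRC3-driven luciferase light from the GAL4 reporter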
SRC2 inh – inhibition of GAL4-SRC2 driven luciferase reporter, primary screen, SRC2 inhibitor project, cell-based, luminescence; Nuclear receptor coactivator 2 (Homo sapiens), Q15596; inhibition, % at 9 µM; HEK293 GAL4-SRC2 luciferase reporter; 370,000 tested, 0.17% active;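 active = inhibition above the mean inhibition of all tested compounds plus 3 SD, set per campaign, cut at about 52% in these data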;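 note: 0% = DMSO treated cells and 100% = cells given Gossypol at 36 µM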
TROY NFkB inh – inhibitors of TROY-driven NF-kB signaling, primary screen, Q293 LMP1-TROYcd cells, NF-kB luciferase, uHTS; Q293 LMP1-TROYcd NF-kB luciferase reporter, 4 h; inhibition, % at 10 µM; 360,000 tested, 0.98% active;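 active = compounds whose plate-normalised and pattern-corrected inhibition of the luciferase reporter signal at the single screening dose is 50% or more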
LRH-1 inv ag – LRH-1 (NR5A2) inverse agonists, primary screen, cell-based, luminescence, HEK293T, StAR-luciferase reporter; Nuclear receptor subfamily 5 group A member 2 (Homo sapiens), O00482; LRH-1 transfected, 24 h; inhibition, % at 3.6 µM; 360,000 tested, 0.13% active;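 active = inhibition above the mean inhibition of all tested compounds plus 3 SD, cut at about 73% in these data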;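 note: 0% = DMSO wells and 100% = reporter-only cells lacking LRH-1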
Target sequence (O00482 whole entry, looked up): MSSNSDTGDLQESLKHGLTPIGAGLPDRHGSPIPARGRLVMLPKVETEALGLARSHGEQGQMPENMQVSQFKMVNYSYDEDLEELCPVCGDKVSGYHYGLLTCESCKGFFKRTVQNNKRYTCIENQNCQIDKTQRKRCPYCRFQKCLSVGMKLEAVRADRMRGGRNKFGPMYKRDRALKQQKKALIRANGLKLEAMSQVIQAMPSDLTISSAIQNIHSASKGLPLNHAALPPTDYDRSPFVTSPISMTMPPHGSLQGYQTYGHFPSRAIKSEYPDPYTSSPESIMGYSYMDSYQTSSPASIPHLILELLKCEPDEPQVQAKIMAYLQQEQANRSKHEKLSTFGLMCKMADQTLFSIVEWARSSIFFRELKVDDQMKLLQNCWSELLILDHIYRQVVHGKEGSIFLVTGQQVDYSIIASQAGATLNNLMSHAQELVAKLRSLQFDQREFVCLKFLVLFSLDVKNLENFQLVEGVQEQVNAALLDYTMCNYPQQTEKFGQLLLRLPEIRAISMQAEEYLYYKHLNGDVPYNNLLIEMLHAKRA
NR2F2 inh – NR2F2 transcriptional activity inhibitors, primary screen, cell-based, luciferase reporter, HEK293T, luminescence. COUP transcription factor 2 (Homo sapiens), P24468. HEK293T NGFI-A luciferase reporter. inhibition, % at 8.6 µM. 370,000 tested, 0.7% active. AID 686940, 2013;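 active = inhibition above a per-plate cutoff, mean inhibition of test wells between control levels plus 3 SD, cut at about 38% in these data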;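 note: cells cotransfected with COUP-TFII expression vector driving the NGFI-A reporter; 0% = median of COUP-TF2 test wells and 100% = reporter-only cells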
Target sequence (P24468 whole entry, looked up): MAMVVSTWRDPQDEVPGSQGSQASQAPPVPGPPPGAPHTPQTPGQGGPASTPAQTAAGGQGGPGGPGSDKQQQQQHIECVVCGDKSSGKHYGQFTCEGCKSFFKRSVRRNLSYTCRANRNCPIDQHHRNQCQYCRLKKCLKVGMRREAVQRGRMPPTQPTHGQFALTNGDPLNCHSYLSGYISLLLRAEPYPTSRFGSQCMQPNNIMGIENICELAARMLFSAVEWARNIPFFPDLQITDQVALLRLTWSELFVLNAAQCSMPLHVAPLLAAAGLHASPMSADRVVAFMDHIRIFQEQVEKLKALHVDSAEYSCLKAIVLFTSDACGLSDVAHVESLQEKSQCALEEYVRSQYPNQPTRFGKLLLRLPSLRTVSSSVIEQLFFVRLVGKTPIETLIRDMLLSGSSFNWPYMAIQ
CF NFkB block – inhibitors of PAF-induced NF-kB signaling, primary screen, cell-based, GFP fluorescence, uHTS. KKLEB NF-kB-GFP reporter, GFP fluorescence overnight. inhibition, % at 5 µM. 360,000 tested, 0.86% active. AID 588850, 2011;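 active = at least 50% inhibition at 5 µM, scaled per plate between neutral and stimulator controls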;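 note: PAF is a Pseudomonas aeruginosa culture filtrate used as stimulus; plate controls were PAF-stimulated DMSO wells for no effect and unstimulated DMSO wells for full effect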
TWEAK Fn14 block – inhibitors of TWEAK-Fn14 signaling, primary screen, luciferase reporter cells, uHTS | 360,000 tested, 2% active | TWEAK-stimulated Fn14 reporter cells, luciferase luminescence, 8 h | inhibition, % at 10 µM | AID 1159606, 2016; in the data active = inhibition above about 50%
C8 TRAIL sens – viability loss with TRAIL in NB7+C8 cells, primary screen, TRAIL sensitizer project, cell-based, ATPlite luminescence. 360,000 tested, 1% active. inhibition (viability loss, TRAIL sensitization), % at 10 µM;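 active = compounds causing at least 50% loss of cell viability in the single-dose screen, relative to plate controls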
KKLEB tox – cytotoxicity in KKLEB CF airway cells, primary screen, cytotoxicity control for CF NF-kB inhibitor project, cell-based, uHTS, fluorescence assay plates. KKLEB CF airway cells viability, ATPlite luminescence, overnight; active compounds read low; cells stimulated with P. aeruginosa culture filtrate. activity change (cytotoxicity), % at 5 µM. 360,000 tested, 0.36% active. AID 602141, 2011;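 active = corrected activity change at or below -50% at 5 µM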
LMP1 NFkB inh – EBV LMP1-driven NF-kappaB luciferase reporter inhibitors, primary screen, cell-based, luminescence, single point; inhibition, % at 12.5 µM; LMP1-induced NF-kappaB luciferase reporter cells; 350,000 tested, 0.69% active; in the data active = inhibition above about 41%;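 note: 0% = neutral control wells and 100% = reference inhibitor control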
An asterisk follows results filed as active; x = no result given.

SMILES	SRC1 inh	NCOA3 inh	SRC2 inh	TROY NFkB inh	LRH-1 inv ag	NR2F2 inh	CF NFkB block	TWEAK Fn14 block	C8 TRAIL sens	KKLEB tox	LMP1 NFkB inh
CCOC(=O)C1=C(C)NC2=C(C(=O)CCC2)C1c1cccs1 (configuration not stated)	-26	12	-15	12	12	-10	-1	-13	-14	-3	4
O=C(NCc1ccc(Cl)cc1)c1cc(=O)[nH]c2ccccc12	-8	3	-5	-2	1	-5	3	7	5	-4	-2
CCOC(=O)C1(C)CCN1C(=O)c1oc2ccccc2c1C (configuration not stated)	17	5	-6	-12	4	0	7	5	-14	2	x
COC(=O)CCN(c1ccccc1)S(=O)(=O)c1ccc(OC)cc1	-5	6	0	-5	13	13	-1	19	-4	-1	3
COc1ccccc1C(=O)n1nc(-c2ccccc2)nc1N	5	11	8	5	11	-2	5	13	-7	-6	0
COc1ccccc1C(=O)NC(=S)NNC(=O)c1sc2ccccc2c1Cl	-6	-9	-10	-10	-1	9	36	-7	10	-44	18
CCOC(=O)C1=C(CS(=O)(=O)c2ccc(Cl)cc2)NC(=O)NC1c1ccc(O)c(OC)c1 (configuration not stated)	-4	8	-4	7	4	16	17	6	-7	-8	1
Cc1ccccc1CSCC(=O)c1c(N)n(CC(C)C)c(=O)n(C)c1=O	0	8	-13	6	-13	10	-7	33	1	-5	8
Cc1nc([N+](=O)[O-])c(Br)n1CC(=O)c1ccc(Br)cc1	-3	10	29	35	14	2	53*	22	33	-42	-37
CC(C)CC(=O)NC(=S)Nc1ccc(N2CCOCC2)cc1	-12	-12	-3	-21	-38	-14	-2	-18	-2	8	-3
O=C(c1cccc2ccccc12)N1CCN(Cc2ccccc2F)CC1	-3	5	12	4	-5	9	24	-19	-12	8	17
CCOc1ccc(NC(=O)CSCC(=O)O)cc1	1	16	-27	6	-15	0	-28	-15	-3	28	-4
CC(C)Cn1cc(C(=O)N2CCC(C)CC2)c2c3ccccc3n(C)c2c1=O	10	-9	-26	-4	-10	7	-4	-4	13	3	-2
COC(=O)Cn1c(=O)c(C(=O)CCl)c(N)n(Cc2ccccc2)c1=O	3	5	-46	-2	-7	-3	28	31	82*	5	-9
CC1CN(CCOc2ccc(Cl)cc2Cl)CC(C)O1 (configuration not stated)	-5	-8	-10	6	4	15	4	-8	0	-13	4
Cc1cc(C(=O)N2CCC(C)CC2)on1	8	10	-1	3	-7	-9	-20	-10	-6	1	3
CCOC(=O)c1cc(CC)sc1NC(=O)CCC(=O)O	0	-5	-17	3	-4	-5	13	-4	-13	-2	-5
CCc1cc2c(CN3CCN(CCO)CC3)cc(=O)oc2cc1O	-13	-16	-6	-13	-13	14	-8	-17	-18	-27	-11
CCCCCCn1c(N2CCC(C(N)=O)CC2)nc2c1c(=O)n(C)c(=O)n2C	-4	11	-13	8	5	4	-19	-15	-5	3	-3
O=C(CCN1C(=O)C2CCCCC2C1=O)N1CCN(S(=O)(=O)c2c(F)cccc2F)CC1 (configuration not stated)	-7	3	7	4	12	-26	14	9	-17	3	-6
COc1ccc(C2C(C(=O)NCCCN3CCOCC3)c3ccccc3C(=O)N2c2ccc(OC)cc2)cc1 (configuration not stated)	0	21	1	-16	2	-5	-30	29	-7	6	-5
CCOC(=O)c1ccccc1NC(=O)c1ccc(F)cc1	8	16	-12	0	-11	-10	-2	3	-1	1	2
COCCn1c(SCC(=O)Nc2cc(C(C)(C)C)nn2-c2ccccc2)nc2ccccc2c1=O	2	7	-7	-12	7	-14	2	5	3	6	-1
Cc1cc(C)nc(N/N=C/c2sccc2C)n1	-21	-18	-31	-47	-15	-16	-11	-19	1	6	-13
CC(C)(Cc1ccc(O)cc1)NC(=O)CC(=O)N=Nc1c(O)[nH]c2ccc(Br)cc12	-2	14	-5	-21	-1	18	7	-8	6	11	1
O=C(NNC(=O)c1cncc(Br)c1)c1ccncc1	-5	15	-31	11	-8	4	18	8	1	2	-7
COc1ccc(/C=N/NC(=O)CN(CCc2ccccc2)S(=O)(=O)c2ccc(NC(C)=O)cc2)cc1OC	-2	-8	-38	5	0	-11	18	1	2	-8	8
CCOC(=O)N1CCN(C(=O)COc2ccc(Br)cc2Cl)CC1	-2	21	-16	3	-13	7	-20	-2	5	14	5
COc1cc(C(=O)N2CCNCC2)cc(OC)c1OC	0	-7	-30	2	2	-1	-7	-12	11	0	-23
CN1CCC(N2CCN(C3CN(C4CCCC4)S(=O)(=O)C3)CC2)CC1 (configuration not stated)	4	7	5	7	-1	-2	0	1	3	8	x
Cc1cc(C(=O)NCC2COc3ccccc3O2)c2ccccc2n1 (configuration not stated)	10	19	-19	10	-4	38*	24	-11	-9	-4	-10
Cc1ccc(SCC(=O)c2cc(C)c(OC(=S)N(C)C)c(C)c2)cc1	-61	-38	-51	63*	-38	-12	0	25	5	-8	-46
CCCNS(=O)(=O)c1ccc(CCC(=O)N2CCOCC2)cc1	-5	-20	16	5	-3	-3	5	-2	-7	-3	11
N#Cc1ccccc1S(=O)(=O)N1CCN(CC(=O)Nc2ccccc2C(=O)NC2CC2)CC1	-7	12	-2	-6	-11	1	18	-14	2	-8	-2
COc1cc2[nH]c(=O)n(CCC(=O)NC3CCN(Cc4ccccc4)CC3)c(=O)c2cc1OC	0	7	11	3	-12	-8	1	4	15	-4	1
CCOCCCNC(=S)N(Cc1ccco1)Cc1cc2cc3c(cc2[nH]c1=O)OCCO3	-29	-1	2	1	-2	0	-11	18	-2	0	-2
S=C(NCCCN1CCOCC1)Nc1ccc(Cl)cc1	-18	-15	4	-37	-24	-4	-3	-16	25	5	-3
N#Cc1ccc(C(=O)OCCc2cc3ccccc3c(=O)o2)cc1	-4	19	8	-14	2	4	-26	-13	-5	5	8
C#CCOCCOCCOCCNc1nc(N2CCN(C(=O)CCCCCCCCCCNC(=O)Cn3cc(C[C@@H](C)O)nn3)CC2)nc(N2CCN(C(=O)CCCCCCCCCCNC(=O)[C@@H]([C@H](C)O)n3cc(C)nn3)CC2)n1	-10	-1	x	-19	-10	x	20	84*	1	-8	-30
COc1ccc(CN=C(C)c2c(C(F)(F)F)[nH]n(-c3nc4ccccc4s3)c2=O)cc1	-35	5	-46	-34	0	-10	22	58*	-7	-43	-27

Reformatted: results already given.
Value order: SRC1 inh	NCOA3 inh	SRC2 inh	TROY NFkB inh	LRH-1 inv ag	NR2F2 inh	CF NFkB block	TWEAK Fn14 block	C8 TRAIL sens	KKLEB tox	LMP1 NFkB inh
> CN1CCC(N2CCN(C3CN(C4CCCC4)S(=O)(=O)C3)CC2)CC1 (configuration not stated)
  4	7	5	7	-1	-2	0	1	3	8	x
> Cc1cc(C(=O)NCC2COc3ccccc3O2)c2ccccc2n1 (configuration not stated)
  10	19	-19	10	-4	38*	24	-11	-9	-4	-10
> Cc1ccc(SCC(=O)c2cc(C)c(OC(=S)N(C)C)c(C)c2)cc1
  -61	-38	-51	63*	-38	-12	0	25	5	-8	-46
> CCCNS(=O)(=O)c1ccc(CCC(=O)N2CCOCC2)cc1
  -5	-20	16	5	-3	-3	5	-2	-7	-3	11
> N#Cc1ccccc1S(=O)(=O)N1CCN(CC(=O)Nc2ccccc2C(=O)NC2CC2)CC1
  -7	12	-2	-6	-11	1	18	-14	2	-8	-2
> COc1cc2[nH]c(=O)n(CCC(=O)NC3CCN(Cc4ccccc4)CC3)c(=O)c2cc1OC
  0	7	11	3	-12	-8	1	4	15	-4	1
> CCOCCCNC(=S)N(Cc1ccco1)Cc1cc2cc3c(cc2[nH]c1=O)OCCO3
  -29	-1	2	1	-2	0	-11	18	-2	0	-2
> S=C(NCCCN1CCOCC1)Nc1ccc(Cl)cc1
  -18	-15	4	-37	-24	-4	-3	-16	25	5	-3
> N#Cc1ccc(C(=O)OCCc2cc3ccccc3c(=O)o2)cc1
  -4	19	8	-14	2	4	-26	-13	-5	5	8
> C#CCOCCOCCOCCNc1nc(N2CCN(C(=O)CCCCCCCCCCNC(=O)Cn3cc(C[C@@H](C)O)nn3)CC2)nc(N2CCN(C(=O)CCCCCCCCCCNC(=O)[C@@H]([C@H](C)O)n3cc(C)nn3)CC2)n1
  -10	-1	x	-19	-10	x	20	84*	1	-8	-30
> COc1ccc(CN=C(C)c2c(C(F)(F)F)[nH]n(-c3nc4ccccc4s3)c2=O)cc1
  -35	5	-46	-34	0	-10	22	58*	-7	-43	-27

The list continues.
SMILES	SRC1 inh	NCOA3 inh	SRC2 inh	TROY NFkB inh	LRH-1 inv ag	NR2F2 inh	CF NFkB block	TWEAK Fn14 block	C8 TRAIL sens	KKLEB tox	LMP1 NFkB inh
CCOC(=O)c1ccc(CNC(=O)CSc2nnnn2-c2ccc(Cl)cc2)o1	-7	-25	-19	-10	6	-4	8	-9	-9	-3	-6
COc1ccc(C(=O)Nc2ccc(S(=O)(=O)Nc3cc(C)nc(C)n3)cc2)cc1	-14	-5	-6	5	-23	-3	-38	4	-13	3	-1
Cc1ccc(S(=O)(=O)N2C[C@H]3C(=O)C[C@@H](c4cccc(Cl)c4)N(S(=O)(=O)c4ccc(C)cc4)[C@H]3C[C@H]2c2ccc(Cl)cc2)cc1	4	-19	10	-1	-2	-7	36	-8	-4	11	-6
CCCCc1ccc(NC(=O)CC(C)(C)C)cc1	-80	-42	-44	-60	-97	-58	-3	4	20	11	-25
CCOC(=O)C1Nc2ccccc2C2C(O)C(O)CC12 (configuration not stated)	-14	0	1	7	7	9	-3	12	16	-8	9
CCN(CC)S(=O)(=O)c1ccc(O)c(C(=O)OCC(=O)NC2CCCC2)c1	-4	-11	-28	-7	19	3	14	8	-14	-11	-5
COCCCNC(=O)CCN1C(=O)COc2ccccc21	-60	12	-13	6	-4	1	4	-12	-8	11	5
Cc1ccc2nsnc2c1NC(=O)c1ccc([N+](=O)[O-])cc1	-9	11	-20	21	20	8	17	24	25	-6	-2
CCCCn1nnnc1SCC(=O)N(CC)CC	3	12	10	3	-18	-1	-5	-9	-7	1	0
